Compound activity (PubChem)
NTR1 agonist = agonists of NTR1, primary screen, imaging, U2OS cells, beta-arrestin-GFP, high content (AID 493036); Neurotensin receptor type 1 (Homo sapiens), P30989; actives 0.17% (n = 330,000); activation, % at 20 µM; NTR1-U2OS beta-arrestin-GFP spot imaging, agonist mode;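 active means activation at or above 40% of the spot to cytoplasm intensity ratio, with at least 20 cells analyzed; inconclusive means wells under 20 cells, flagged as cytotoxic or low count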;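 further: 0% = DMSO without peptide and 100% = 100 nM NTR1 peptide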
Target sequence (P30989 whole entry, looked up): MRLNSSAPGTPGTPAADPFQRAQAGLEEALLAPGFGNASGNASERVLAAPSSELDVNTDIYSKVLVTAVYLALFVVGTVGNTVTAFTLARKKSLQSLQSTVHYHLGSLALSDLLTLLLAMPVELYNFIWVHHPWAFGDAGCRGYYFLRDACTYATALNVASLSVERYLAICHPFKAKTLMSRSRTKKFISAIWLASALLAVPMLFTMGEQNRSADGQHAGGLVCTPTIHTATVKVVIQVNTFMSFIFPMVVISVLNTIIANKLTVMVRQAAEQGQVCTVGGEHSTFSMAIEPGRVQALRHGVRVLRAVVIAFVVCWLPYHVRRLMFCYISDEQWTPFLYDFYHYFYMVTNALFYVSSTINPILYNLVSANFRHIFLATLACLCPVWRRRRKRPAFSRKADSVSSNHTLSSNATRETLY
KOR beta-arrestin-1 = KOR agonists, beta-arrestin recruitment, primary screen, cell-based, luminescence, uHTS (AID 1777) | Kappa-type opioid receptor (Homo sapiens) | KOR beta-arrestin recruitment, luminescence; higher % means a stronger effect | activation, % at 10 µM, or EC50 in µM where a hit was titrated | actives 0.02% (n = 280,000); in the data active means activation above about 50%, passing the limit was not always enough; further: a part of the inactive calls stands beside numbers as strong as those of hits
GPR55 antagonists = GPR55 antagonists blocking LPI-driven arrestin recruitment, primary screen, imaging, U2OS, beta-arrestin-GFP, LPI agonist (AID 2013) | G-protein coupled receptor 55 (Homo sapiens) | U2OS GPR55 beta-arrestin-GFP translocation imaging, LPI antagonism; higher % means a stronger effect | one-dose inhibition, % at 10 µM; IC50 in µM for titrated hits | actives 0.13% (n = 290,000);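 active means spots per cell inhibited over 60%, with over 100 cells counted and total cytoplasm intensity under 500,000; inconclusive means wells with under 100 cells, flagged as likely toxic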;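 further: U2OS cells stably carrying GPR55 and arrestin-GFP stimulated by 5 µM LPI near EC80; imaged beta-arrestin-GFP aggregate spots per cell after agonist stimulation; plate controls were LPI-stimulated DMSO wells for no effect and DMSO wells without LPI for full effect; some results filed as inactive read as strong as hits; confirmed hits need IC50 under 10 µM and bright autofluorescent wells are also inconclusive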
KOR beta-arrestin-2 = KOR antagonists, beta-arrestin recruitment, cell-based, luminescence, uHTS (AID 1778) | inhibition, % at 10 µM, or IC50 in µM where a hit was titrated | actives 0.091% (n = 290,000) | KOR beta-arrestin recruitment, luminescence, antagonist mode; higher % means a stronger effect | Kappa-type opioid receptor (Homo sapiens); in the data active means inhibition above about 50%; further: strong numbers were not always called active
T cell HTS = modulators of CD8 T cell-vesicle binding, primary screen, mouse 2C CD8+ T cells, flow cytometry. actives 0.068% (n = 330,000). AID 2052, 2009. 2C CD8+ T cell-vesicle binding; hits give low values. calls only at 7 µM;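 active means response, share of CD8 T cells binding vesicles, and their 90th percentile fluorescence all below set limits, cut at about 80% in these data, passing the limit was not always enough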
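Assay system – 2C mouse CD8+ T cells · Also added – QL9-loaded Drosophila micro-vesicles · Timing – Cell–vesicle co-incubation 1.5 h at 37 °C, staining 20 min on ice · Signal – flow cytometry of vesicle-bound cells · Measure – percent CD8+ FL2 mean versus row control · Controls – Peptide-free naked vesicles (low) and QL9 vesicles with 0.7% DMSO vehicle (high)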
Salmonella PhoP GFP = inhibitors of PhoP regulon expression, primary screen, Salmonella Typhimurium, GFP reporter (AID 1863); actives 0.16% (n = 300,000); S. Typhimurium PhoP-regulated promoter GFP reporter, 4 h; higher % means a stronger effect; inhibition, % at 50 µM, or IC50 in µM where a hit was titrated;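 active means inhibition over 29.93%, a cutoff 3 SD above the screen mean, later confirmed by dose response; inconclusive means inhibition over 29.93% but no dose response follow-up; inactive means inhibition at most 29.93% or unconfirmed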;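 further: 0% = low Mg2+ inducing control and 100% = high Mg2+ repressing control; strong numbers were not always called active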
GPR35 arrestin U2OS = GPR35 antagonists blocking zaprinast-driven arrestin recruitment, primary screen, imaging, U2OS, beta-arrestin-GFP, zaprinast agonist (AID 2058); G-protein coupled receptor 35 (Homo sapiens); U2OS GPR35 beta-arrestin-GFP translocation imaging, zaprinast antagonism; higher % means a stronger effect; actives 0.052% (n = 290,000); one-dose inhibition, % at 10 µM; IC50 in µM for titrated hits;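 active means inhibition of at least 50% with at least 30 cells and total cytoplasm GFP at most 10,000,000; inconclusive means under 30 cells or total GFP of 10,000,000 plus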
West Nile antiviral = West Nile virus antiviral activity, cell-based, CPE readout (AID 1621) | West Nile virus-infected cells, CPE inhibition; higher % means a stronger effect | CPE inhibition, % at 10 µM, or IC50 in µM where a hit was titrated | actives 0.02% (n = 290,000); in the data active means a potency from the dose series; inconclusive means CPE inhibition mostly from about 3.7% at the one dose, without a potency; inactive means the rest, 99 in 100 with CPE inhibition below about 2.2%; further: strong numbers were not always called active
GPR55 beta-arrestin = GPR55 agonists via beta-arrestin recruitment, primary screen, imaging, U2OS cells, beta-arrestin-GFP redistribution (AID 1961); actives 0.048% (n = 290,000); G-protein coupled receptor 55 (Homo sapiens); U2OS GPR55 beta-arrestin-GFP redistribution imaging; higher % means a stronger effect; activation, % at 10 µM; hits with a dose series show EC50 in µM;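 active means activation above 40% with more than 50 cells counted in the well; inconclusive means wells holding fewer than 50 cells, flagged as toxic or sparse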;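 further: U2OS osteosarcoma cells stably expressing GPR55 and beta-arrestin-GFP; plate controls were DMSO negative control for no effect and LPI positive control for full effect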
T cell HTS vesicle-bound % = second read-out of T cell HTS, no call of its own (marks repeat the call); double positive events, %; measured here: CD8+ vesicle-bound cell fraction;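 binding gate set so that unloaded-vesicle control wells show 10% double positive cells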
NTR1 agonist cell count 20 µM = further read-out of NTR1 agonist, marked with its call; cell count; measured here: cell count, cytotoxicity flag
Active calls of the source: *; i = inactive; ? = inconclusive; . = not tested or not shown; [ ] = dose if it differs, or a comment.

SMILES	NTR1 agonist	NTR1 agonist cell count 20 µM	KOR beta-arrestin-1	GPR55 antagonists	KOR beta-arrestin-2	T cell HTS	T cell HTS vesicle-bound %	Salmonella PhoP GFP	GPR35 arrestin U2OS	West Nile antiviral	GPR55 beta-arrestin
COc1ccccc1NS(=O)(=O)c1ccc2oc(N)nc2c1	1.6	49	4.7%	4%	-8%	i	22	-1%	2%	-0.3%	-0.2%
COc1ccc(OC)c(NC(=O)NC2(C(F)(F)F)Oc3ccccc3O2)c1	1.3	87	4.5%	-1%	-52%	i	4	-6%	-6%	-0.8%	-0.1%
Cc1cc(/C=C2\NC(=O)NC2=O)c(C)n1-c1ccc(N2CCOCC2)cc1	1.9	58	1.3%	-14%	-22%	i	51	-7%	15%	0.9%	-0.2%
CC1(C)C2CC[C@]1(C)C(=O)N(CCCCN1CCN(c3ccccn3)CC1)C2=O	-0.7	109	3.8%	0%	-25%	i	8	4%	-1%	-1.0%	0.0%
Cc1ccc(NC(NC(=O)OCCn2c([N+](=O)[O-])cnc2C)C(Cl)(Cl)Cl)cc1 (centres undefined)	1.8	71	3.1%	8%	18%	i	24	26%	-12%	-0.1%	0.1%
N#Cc1c2n(c3c(=O)n(Cc4ccc(Cl)cc4)cnc13)CCCC2	1.2	38	-1.7%	-4%	28%	i	51	-6%	11%	-0.3%	-0.2%
CN(C)CCNS(=O)(=O)c1ccc(N2CCc3ccccc32)c([N+](=O)[O-])c1	0.7	54	5.0%	4%	-23%	i	26	5%	2%	-1.0%	-0.4%
COc1cccc(/C=C/C(=O)N2CCN(c3ccccn3)CC2)c1	-0.5	55	7.6%	-4%	-22%	i	59	-7%	-3%	0.1%	-0.1%
CC(=O)N(C)c1ccc(NC(=O)CCN2C(=O)c3ccccc3C2=O)cc1	0.8	52	-1.3%	7%	-38%[20 µM]	i	56	2%	8%	0.1%	-0.2%
O=C(NC1CCCC1)c1ccc(CS(=O)(=O)c2ccc(Cl)cc2)o1	0.0	47	-5.4%	4%	18%	i	34	-10%	2%	-0.3%	0.6%
CCOc1cc(NC(=S)NCC2CCCO2)c(OCC)cc1NC(=O)c1cccc(F)c1 (centres undefined)	4.8	61	-1.7%	6%	-12%[20 µM]	i	33	-2%	11%	-1.2%	0.0%
Cc1cc(C)n(CC(=O)N2CCCC(C(=O)c3cccc(OC(C)C)c3)C2)n1 (centres undefined)	0.1	40	-5.6%	8%	-8%	i	57	-3%	0%	-1.1%	-0.1%
O=[N+]([O-])c1ccc(N2CCN(c3ccccc3F)CC2)c(S(=O)(=O)N2CCOCC2)c1	-0.5	77	-3.6%	-5%	-9%	i	22	-3%	-5%	-0.8%	-0.3%
Cc1c(Cl)cccc1NC(=O)c1ccc(-n2ccnc2)nc1	-0.4	83	-4.2%	4%	-1%	i	19	5%	26%	-0.6%	0.3%
CCOC(=O)c1c(-c2cccs2)csc1N	0.3	55	1.1%	-4%	-4%	i	49	7%	14%	0.2%	-0.2%
COC(=O)c1cccc(-n2nnnc2SCC(=O)Nc2cc(C)on2)c1	-0.2	39	7.2%	-3%	-15%	i	18	-7%	14%	0.5%	-0.2%
O=C(Cc1cccs1)NCCCc1ccccc1	1.0	51	.	3%	19%[20 µM]	i	43	-4%	3%	1.1%	0.0%
O=C(O)c1ccccc1Sc1c([N+](=O)[O-])cc(C(F)(F)F)cc1[N+](=O)[O-]	0.9	28	1.6%	-10%	-2%	i	59	0%	-3%	-0.1%	0.0%
COc1ccc(/C=C/C(=O)Nc2c(C)nn(C)c2C)cc1COc1ccc(Br)cc1	13	105	3.6%	7%	-20%	i	37	-9%	-3%	?	-0.1%
Cc1ccc(C(=O)Oc2cccnc2)cc1[N+](=O)[O-]	6.4	78	0.8%	19%	10%	i	57	-1%	-9%	-0.2%	-0.1%
CSCCC(C(=O)N1C[C@]2(C)C[C@H]1CC(C)(C)C2)N1C(=O)c2ccccc2C1=O (some centres undefined)	-2.4	84	0.0%	-1%	14%	i	14	8%	16%	0.1%	-0.1%
CC(=O)c1ccc(NC(=O)CSc2nnc(-c3ccoc3C)n2Cc2ccccc2)cc1	-1.0	59	-0.3%	20%	-6%	i	36	-3%	-18%	0.8%	-0.1%
Cc1ccc(S(=O)(=O)N2CCCCC2)cc1C(=O)N(C)CC(=O)Nc1ccc(Cl)c(C(F)(F)F)c1	5.1	79	-3.1%	7%	8%	i	62	0%	-6%	0.5%	0.0%
COc1ccc(NCC(=O)N/N=C/c2cc([N+](=O)[O-])ccc2N2CCCC2)cc1	1.4	38	-4.4%	3%	-2%	i	40	-4%	1%	-0.4%	-0.6%
O=C(NNc1cccc(Cl)n1)Nc1ccccc1Cl	-1.0	87	5.0%	2%	-27%	i	18	-1%	-3%	0.3%	0.0%
CC(=O)NCCCc1nc2ccccc2n1Cc1ccccc1C	-1.0	45	1.8%	2%	-7%	i	17	-4%	-12%	-1.2%	-0.1%
CC1=C(C(=O)N(C)C)C(c2ccc(N3CCOCC3)cc2)NC(=O)N1 (centres undefined)	0.6	50	-0.6%	-1%	-14%	i	4	0%	-5%	0.9%	-0.4%
Fc1cccc(/C=N/NC(=S)Nc2ccccc2Cl)c1	2.0	44	-0.9%	10%	-13%	i	34	-11%	8%	-0.7%	0.1%
COc1cccc(NC(=O)N2CCCC2C(=O)Nc2ccc3c(c2)OCCO3)c1 (centres undefined)	-0.2	58	-1.1%	4%	-5%	i	11	6%	6%	0.0%	-0.5%
CC(=O)N1c2ccccc2CCc2ccc([N+](=O)[O-])cc21	1.8	67	-3.5%	-11%	-11%	i	54	5%	4%	-0.6%	-0.2%
COc1ccc(C(=O)NNC(=O)Cc2ccc([N+](=O)[O-])cc2)cc1	-0.4	72	8.0%	10%	5%	i	41	3%	1%	0.1%	0.0%
COC(=O)c1ccc(S(=O)(=O)NC(C)(C)C)n1C	-0.6	55	-0.9%	3%	26%	i	3	1%	4%	-0.2%	0.0%
COc1ccc(S(=O)(=O)N(C)CC(=O)Nc2ccccc2C(F)(F)F)cc1Cl	0.9	77	-2.0%	12%	5%	i	46	-4%	3%	-0.9%	-0.1%
COc1ccc(NC(=O)c2ccccc2Oc2ccccc2)c(OC)c1	7.7	65	-6.4%	10%	-56%[20 µM]	i	64	2%	-9%	0.0%	0.5%
CC1=CC(=C(C#N)C#N)c2ccccc2N1C	-1.7	52	-5.6%	12%	18%	i	38	-2%	-3%	-0.9%	0.1%
COCCNC(=S)N1CCN(C)CC1	-0.9	49	2.1%	-2%	2%	i	20	-3%	2%	0.3%	-0.1%
O=S(=O)(Nc1cccc(-c2cn3c(n2)SCC3)c1)c1ccc(F)cc1F	0.0	57	2.2%	-15%	-3%	i	4	15%	-11%	-0.8%	0.0%
O=C(N=Nc1c(O)[nH]c2ccccc12)c1cc(NS(=O)(=O)c2cccs2)cc(NS(=O)(=O)c2cccs2)c1	-0.2	52	-1.2%	-3%	-15%	i	39	-1%	-7%	1.1%	-1.1%
COc1ccc(CNCCC(c2ccccc2)c2ccc3c(c2)OCO3)cc1 (centres undefined)	1.9	45	8.9%	0.96µM*	-31%	i	36	13%	8%	.	0.5%
CCc1cc(C(=O)NNC(=S)NCc2ccccc2)cs1	0.1	65	-0.5%	22%	-7%	i	39	-7%	4%	0.2%	0.0%
CN(Cc1ccccc1C#N)S(=O)(=O)c1cccs1	-0.9	42	-0.7%	-6%	-15%	i	37	7%	7%	0.1%	-0.1%
O=C(CCc1ccccc1)NNC(=O)Cc1ccc(Cl)cc1	1.4	59	-0.6%	8%	15%	i	58	-4%	-1%	0.1%	-0.3%
CO/N=C(/CNC(=O)c1ccccc1Cl)c1ccc(Cl)cc1	0.5	54	-2.8%	.	23%	i	48	-1%	4%	.	0.3%
O=C1NC(=O)C(Cc2cccc(Oc3ccccc3)c2)S1 (centres undefined)	-0.2	81	-1.2%	-1%	-43%	i	36	3%	-12%	0.3%	-0.1%
Cc1cccc(N2CCN(C(=O)NC3CCCCC3)CC2C)c1 (centres undefined)	1.8	83	0.8%	4%	-21%	i	27	-5%	-12%	-1.3%	0.0%
O=[N+]([O-])c1cccc(/C=N/Nc2nc(N3CCCCC3)nc(N3CCCCC3)n2)c1	6.3	51	-4.4%	17%	14%	i	7	8%	1%	-0.8%	0.5%
O=C(NCCCn1ccnc1)c1cc2ccccc2o1	1.9	52	-3.4%	0%	-7%[20 µM]	i	42	-1%	17%	-0.2%	-0.1%
O=C(c1ccc(-n2cnnn2)cc1)N1CCCCC1	0.5	82	5.5%	-12%	-36%	i	30	8%	4%	0.4%	-0.3%

Copied from the list.
Reading of COc1ccc(C(=O)NNC(=O)Cc2ccc([N+](=O)[O-])cc2)cc1 in Salmonella PhoP GFP: 3%
Reading of COc1ccc(CNCCC(c2ccccc2)c2ccc3c(c2)OCO3)cc1 (centres undefined) in Salmonella PhoP GFP: 13%
